Growth percent in the NCI-60 one-dose screen (48 h, 10 µM unless noted): 100 = growth as untreated, 0 = no growth, -100 = all killed.
SN12C – SN12C renal cancer cells; 81,000 tested, 3.8% active; AID 1794767
786-0 – 786-0 renal cancer cells | 81,000 tested, 5.1% active
SF-295 – SF-295 CNS cancer cells; AID 1794758; 79,000 tested, 5.6% active
CAKI-1 – CAKI-1 renal cancer. 75,000 tested, 4.7% active. AID 1794772
U251 – U251 CNS tumor cells; 80,000 tested, 5.4% active
SF-268 – SF-268 CNS cancer cells | 82,000 tested, 3.1% active | AID 1794759
UO-31 – UO-31 renal cancer; 81,000 tested, 5.2% active; AID 1794768
TK-10 – TK-10 renal cancer cells. 81,000 tested, 3.9% active
Numbers without * were called inactive; . = not tested or not shown; & = joins results of further samples. How the source made its calls: active means growth percent below 10; inactive means the rest.

Sequence of screens: SN12C	786-0	SF-295	CAKI-1	U251	SF-268	UO-31	TK-10
(1) O=C1/C(=C/c2ccc([N+](=O)[O-])cc2)COc2ccc(O)cc21
 : 77	82	99	64	66	84	54	93
(2) N#CC(C(=O)c1ccccc1)c1ccc(Cl)cc1 (stereo not given)
 : 101	.	103	93	99	105	99	106
(3) CC(=O)C1=C(C)NC(SCc2nnc(-c3ccc(C)cc3)o2)=NC1c1ccc(F)cc1 (stereo not given)
 : 93	85	108	88	95	111	84	86
(4) CCCCOC(c1ccc2c(c1)OCO2)C(C)Br (stereo not given)
 : 108	99	.	94	95	108	95	104
(5) CCOc1ccc2cc(-c3nn(CC(C)(C)CO)c(N)c3C(N)=O)ccc2n1
 : 75&97	88&108	91&109	103&103	80&92	82&103	43&92	94&99
(6) COC(=O)/C=C/c1cccnc1
 : 118	101	120	110	114	110	88	113
(7) CCN(CC)C(=O)c1cccnc1
 : 106	99	100	97	96	108	116	98
(8) CC1(C)C(=O)CC[C@]2(C)[C@H]3C(=O)C=C4[C@@H]5C[C@@](C)(C(=O)NCCNCCN)CC[C@]5(C)CC[C@@]4(C)[C@]3(C)CC[C@@H]12
 : 86	100	101	92	88	84	77	147
(9) OCCCOCc1ccccc1
 : 95	99	97	93	97	92	89	99
(10) Cc1cn(C(=O)/C(Cl)=C(/Cl)C(=O)O)c2ccccc12
 : 98	116	112	98	114	103	59	127
(11) CC(/C=C/c1ccccc1)=N/NS(=O)(=O)c1ccc([N+](=O)[O-])cc1
 : 104	102	112	95	108	111	71	123
(12) CNC(=O)c1cc(Oc2ccc(NC(=O)c3nc(SC)oc3-c3ccc(F)cc3)cc2)ccn1
 : 84	92	90	.	96	80	67	76
(13) Cc1c(C)c2ccc(OCc3nnc(Nc4ccccc4)s3)cc2oc1=O
 : 80	94	50	98	.	96	83	97
(14) O=C1CC(c2nc3ccccc3s2)CN1c1ccc(Cl)cc1 (stereo not given)
 : 94	100	94	91	97	93	62	120
(15) COc1c(F)ccc(C(=O)Nc2ccc3nc(NC(=O)C4CCCN(S(=O)(=O)c5ccc(Br)cc5)C4)sc3c2)c1F (stereo not given)
 : 83	59	77	81	67	66	72	114
(16) O=C1OCC2=C1C(c1cccc([N+](=O)[O-])c1)c1cc3c(cc1N2CCO)CCC3 (stereo not given)
 : 36	25	-12*	31	14	33	39	60
(17) CN(C)C1c2cc3ccccc3nc2-c2ccccc2C1(C)C (stereo not given)
 : 100	99	107	95	92	101	80	.
(18) COC(=O)C(Cc1cnc[nH]1)NC(=O)CCCn1c(C)c(C)c2c1N=C(SC)N1CC(=O)N=C21 (stereo not given)
 : 107	104	112	102	96	106	96	111
(19) C[C@H]1[C@H](C)CC[C@]2(CO)CC[C@]3(C)C(=CC[C@@H]4[C@@]5(C)CCCNC(C)(C)[C@@H]5CC[C@]43C)[C@H]12
 : -1.5*	-81*	-65*	16	-83*	5.7*	13	23
(20) Oc1ccc(/C=C2\CCc3cc4ccc(O)cc4[o+]c32)c(O)c1
 : 77	74	97	92	46	84	82	114
(21) CSc1nc(N)n(/N=C(\C)c2ccc(Br)cc2)c(=O)c1C#N
 : 98	97	93	105	98	112	92	117
(22) COC(=O)c1ccc2oc(NC(=O)c3ccc(NCc4ccccc4)c([N+](=O)[O-])c3)nc2c1
 : 93	100	87	88	95	97	91	103
(23) CC1CN=C(c2ccc(NC(=O)c3ccc(C(=O)Nc4ccc(C5=NCC(C)N5)cc4)c(N)c3)cc2)N1 (stereo not given)
 : 91	101	85	92	98	109	76	107
(24) CCOC(=O)c1cccc(OCC)c1
 : 106	102	106	103	95	102	90	101
(25) CN1CCC(=C(c2ccccc2)c2ccccc2)C(c2ccccc2)C1 (stereo not given)
 : 99	95	99	66	93	98	85	96
(26) CC1(C)CCc2cc(-c3ccn(S(=O)(=O)c4ccccc4Cl)n3)ccc2O1
 : 76	72	.	101	68	96	90	75
(27) O=C(Nc1csnn1)c1csnn1
 : 132	107	95	55	108	110	91	88
(28) N#CC1C=CN(CC(=O)c2ccc(Cl)cc2)c2ccc3cccnc3c21 (stereo not given)
 : 90	98	84	75	83	97	64	117
(29) Cc1cc(NC(=O)NC(=O)c2ccccc2N(C)C)ccc1Oc1ncc(Br)cn1
 : 51&52	31&28	36&35	38&26	-43*	64&45	56&24	63&37
(30) COc1ccc(NC(C)=O)c([N+](=O)[O-])c1[N+](=O)[O-]
 : 103	110	128	104	111	103	80	104
(31) COc1ccc(-c2cc(-c3cn(-c4cccc(Cl)c4)nc3-c3ccc(OC)cc3)[nH]c(=S)n2)cc1
 : 74	96	93	104	73	71	85	94
(32) NS(=O)(=O)c1ccc(CCN2C(=O)c3ccc(C(=O)O)cc3C2=O)cc1
 : 101	103	103	98	100	96	85	96
(33) O=C1OC(COCC#Cc2ccccc2)CN1c1ccccc1 (stereo not given)
 : 102	96	98	103	103	.	84	95
(34) COc1ccc(P(c2ccc(OC)cc2)c2ccc(OC)cc2)cc1
 : 83	103	96	80	77	104	67	102
(35) COc1cc(C(SCc2ccccc2)SCc2ccccc2)ccc1O
 : 100	96	97	87	86	86	88	105
(36) C[C@@H](O)[C@H]1CC[C@H]2[C@@H]3CCC4=CC(=O)C[C@]4(C)[C@H]3CC[C@]12C
 : 99	98	98	96	126	94	80	96
(37) N#Cc1ccc(C(=O)CSc2nccc(Nc3ccc(C(=O)O)cc3)n2)cc1
 : 103	104	97	100	106	102	85	110
(38) CCOC(=O)C1=C(C)Nc2nnc(Nc3ccccc3)n2C1c1ccccc1 (stereo not given)
 : 30	75	97	69	45	82	69	82
(39) CCCCCCCCCCCCCCCCN=C(CC(=O)O)C(=O)O
 : .	95	103	104	101	103	90	84
(40) CCOC(=O)c1c2c(c3ccc4c5ccccc5ccc4n13)C(=O)c1ccccc1C2=O
 : 104	114	104	89	113	119	74	123
(41) CCCCCC(CCC)COC(=O)c1ccccc1 (stereo not given)
 : .	101	98	98	94	100	90	96
(42) CCCC(=O)NC(c1cccc(N(C)C)c1)c1cc(C)c2cccnc2c1O (stereo not given)
 : 78	57	42	48	55	55	32	85
(43) Fc1ccc(-c2nc(CSc3nc4ccccc4o3)no2)cc1
 : 95	92	101	103	105	97	96	92
(44) CC1CC(=O)N(Cl)C(=O)N1Cl (stereo not given)
 : 98	102	103	105	99	95	89	85
(45) O=C(Nc1ccc(NC(=O)c2ccccc2)c(S(=O)(=O)c2ccccc2)c1)c1ccccc1
 : 102	101	99	90	91	109	85	97

Compound profiles, from the list above:
Fc1ccc(-c2nc(CSc3nc4ccccc4o3)no2)cc1 across the screens: SN12C: 95; 786-0: 92; SF-295: 101; CAKI-1: 103; U251: 105; SF-268: 97; UO-31: 96; TK-10: 92
CCCCCC(CCC)COC(=O)c1ccccc1 (stereo not given) across the screens: SN12C: .; 786-0: 101; SF-295: 98; CAKI-1: 98; U251: 94; SF-268: 100; UO-31: 90; TK-10: 96
CCCC(=O)NC(c1cccc(N(C)C)c1)c1cc(C)c2cccnc2c1O (stereo not given) across the screens: SN12C: 78; 786-0: 57; SF-295: 42; CAKI-1: 48; U251: 55; SF-268: 55; UO-31: 32; TK-10: 85

The list goes on:
Sequence of screens: SN12C	786-0	SF-295	CAKI-1	U251	SF-268	UO-31	TK-10
(46) COc1cc(-c2nn(-c3ccc(Cl)cc3)cc2CO)ccc1O
 : 97	88	103	.	102	87	79	100
(47) COc1ccc(Cc2nnc(NC(=S)Nc3ccccc3)s2)cc1
 : 90	106	105	93	100	99	83	.
(48) CS(=O)(=O)Nc1cccc(-c2nc3ccccc3n2Cc2ccc(Cl)cc2)c1
 : 84	96	85	81	92	89	55	101
(49) O=C(N1CCCCC1)N1CCCCC1
 : 105	94	104	114	93	101	85	101
(50) O=C1c2ccccc2-c2cn(Cc3ccccc3)c3cccc(c23)C1c1ccccc1 (stereo not given)
 : 89	90	96	69	94	89	62	103
(51) O=c1oc(=O)c2cc3c(=O)oc(=O)c3cc12
 : 108	112	117	106	100	107	88	83
(52) Nc1ncc2[nH]c(N)nc2n1
 : 91	101	100	91	104	103	72	98
(53) CCCCNc1ccc2c3c(cccc13)C(=O)N(c1ccc(/C(=C(\C)c3ccccc3)c3ccccc3)cc1)C2=O
 : 91	105	91	88	99	105	60	146
(54) O=C(CC(=O)Nc1cccc(C(=O)O)c1)Nc1cccc(C(=O)O)c1
 : 102	98	106	86	104	104	89	102
(55) Cc1[nH]n(C(=S)Nc2nc3cc(Cl)c(F)cc3s2)c(=O)c1N=Nc1ccc(S(=O)(=O)Nc2ccncn2)cc1
 : 106	101	120	108	94	90	83	113
(56) Nc1nc(-c2c(Cl)cccc2Cl)nn1-c1nc2ccccc2s1
 : 95	99	99	80	100	95	63	.
(57) CCOC(=O)c1ccc(-n2nc(C(=O)NCCCCCC(=O)O)nc2-c2ccccc2)cc1
 : 104	100	100	96	95	95	92	95
(58) CC(=O)c1ccc(NC(=O)CSc2nnc(-c3ccc(-c4nc5ccc(C)cc5[nH]4)cc3)o2)cc1
 : 89	105	95	95	83	103	90	139
(59) CCN(CC)CC(OC(=O)c1ccc(N)cc1)c1ccccc1 (stereo not given)
 : 97	108	103	95	94	102	89	109
(60) Cc1ccc(OC(=O)CCC(=O)Oc2ccc(C)cc2C)c(C)c1
 : 90	105	100	89	106	93	93	116

Overlap with the part before: six entries; new compounds follow.
Sequence of screens: SN12C	786-0	SF-295	CAKI-1	U251	SF-268	UO-31	TK-10
(55) Cc1[nH]n(C(=S)Nc2nc3cc(Cl)c(F)cc3s2)c(=O)c1N=Nc1ccc(S(=O)(=O)Nc2ccncn2)cc1
 : 106	101	120	108	94	90	83	113
(56) Nc1nc(-c2c(Cl)cccc2Cl)nn1-c1nc2ccccc2s1
 : 95	99	99	80	100	95	63	.
(57) CCOC(=O)c1ccc(-n2nc(C(=O)NCCCCCC(=O)O)nc2-c2ccccc2)cc1
 : 104	100	100	96	95	95	92	95
(58) CC(=O)c1ccc(NC(=O)CSc2nnc(-c3ccc(-c4nc5ccc(C)cc5[nH]4)cc3)o2)cc1
 : 89	105	95	95	83	103	90	139
(59) CCN(CC)CC(OC(=O)c1ccc(N)cc1)c1ccccc1 (stereo not given)
 : 97	108	103	95	94	102	89	109
(60) Cc1ccc(OC(=O)CCC(=O)Oc2ccc(C)cc2C)c(C)c1
 : 90	105	100	89	106	93	93	116
(61) C#CCOc1ccc2ncnc(Nc3ccc(NC(=O)CCl)cc3)c2c1
 : -13*	-65*	61	36	-84*	-7.5*	-26*	1.6*
(62) CS(=O)(=O)Nc1ccsc1-c1nc(-c2ccccc2)no1
 : 96	98	95	88	99	102	88	118
(63) COC(=O)CC1CC1CCn1c(-c2ccc(F)cc2)c(-c2ccccc2)c(C(=O)Nc2ccccc2)c1C(C)C (stereo not given)
 : 92	80	68	52	73	85	71	99
(64) Cc1ccc(/C=C/C2=NN(c3ccc(-c4ccc(Cl)cc4)nn3)C(c3ccc(C)o3)C2)o1 (stereo not given)
 : 94	89	84	.	92	92	64	94
(65) Cc1ccc(C(=O)O)c(N)c1O
 : 106	111	106	102	105	97	82	116
(66) CC(C)c1ccc(C(=O)Nc2sc3c(c2C(N)=O)CCC(=O)C3)cc1
 : 2.8*	20	-3.5*	-44*	-3.7*	18	-97*	-11*
(67) CCN(CC)c1ccc(/C=C2/NC(=O)NC2=O)cc1
 : 56	48	24	39	45	57	54	49
(68) COC(=O)Cc1[nH]c(=S)[nH]c1C(=O)OC
 : 100	120	106	98	108	107	107	105
(69) CC(=O)OCc1cc(-c2nc3ccccc3[nH]c2=O)nn1-c1ccc(Cl)cc1
 : 105	96	96	.	100	109	98	119
(70) CCN(CC)C(=O)C=C(C)C
 : 124	107	103	114	94	105	85	104

Screening data from PubChem BioAssay.
